Coupling enz: inhibits coupling enzyme system, counter-screen for aldolase hits. 0.67% of 290,000 active. activity change, negative = inhibition, % at 58.2 µM, hits read low. AID 2472. coupling enzyme system counterscreen, AmpLite Red fluorescence; in the data active = activity change below about -30%; also: % is scaled to controls: 0 for no effect and ±100 for the full control effect
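First, compound is pin-transferred into glyceraldehyde-3-phosphate coupling-enzyme reagent at 57.5 uM final and held 10 min at RT. Next, substrate, coupling system and AmpLite Red are added. After 20 min RT, fluorescence (525/598 nm) is read.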
KCNH2 3.1 inh: inhibitors of human KCNH2 3.1 potassium channel isoform; U2OS KCNH2 3.1, thallium flux FluxOr; hits give low values; activity change, % (tested at about 1.8 µM); 0.95% of 340,000 active; AID 720553;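 active = maximum activity change below -70%; inconclusive = maximum activity change from -70% to -50%; inactive = maximum activity change above -50%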;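 also: thallium influx rate constant from kinetic fluorescence after stimulation buffer; % is scaled to controls: 0 for no effect and ±100 for the full control effect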
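Channel expression came from 3.1 mutant virus (1.77 x 10^8 /mL) applied to suspended U2OS cells for 4 h. Flux was tracked with FluxOr dye plus Red40 quencher, and kinetic rate constants normalized to controls.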
A-T KAP1 phos: potential ataxia-telangiectasia treatments restoring KAP-1 phosphorylation; AID 485349; Potency, µM (doses to about 57.5 µM), for inactives: top-dose activation, actives largely listed as activators; […] A-T fibroblasts, KAP-1 phosphorylation AlphaLISA; neocarzinostatin DNA damage 30 min before lysis; 0.19% of 320,000 active; also: potency is read from the fitted curve at half-maximal effect; % of control where 0% means no effect; nearly all actives have a fitted effect of over 45% in size
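ATM-like activity read as KAP-1 phosphorylation via AlphaLISA donor/acceptor antibody pairs after lysis and 6 hr at 25C. Cells were ATM-null patient fibroblasts ([…], hTERT), dosed 60 min, then exposed to the DSB inducer NCS for 30 min.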
a7 integrin act: activators of alpha7 integrin expression for muscular dystrophy; Potency, µM (highest dose often 38.3 µM), for the others: at the highest dose activation, hits mostly activators; alpha7betagal myoblasts, beta-gal FDG fluorescence, 48 h; 0.064% of 350,000 active;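 also: potency is read from the fitted curve at half-maximal effect; 100% = response of the positive control SU9516; nearly all actives have a fitted effect of over 60% in size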
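alpha7betagal+/- myoblasts (passage 13, 250/well) treated 48 h at 37C with compounds at 1:260 dilution of DMSO stock. Lysed, then beta-galactosidase activity read as FDG fluorescence (ex 480/em 540) after 30 min, with pre-read for autofluorescence.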
GALK inhibitor: galactokinase (human) inhibition; AID 1868; 0.007% of 270,000 active; P51570; Purified GALK, Kinase-Glo residual ATP luminescence; Potency, µM (titrated, usually from 57.5 µM), for inactives: at the top dose activity change, negative = inhibition, most hits filed as inhibitors; also: potency is read from the fitted curve at half-maximal effect; % is scaled to controls: 0 for no effect and ±100 for the full control effect
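Kinase-Glo Plus luminescence measured ATP left after a 1 h room-temperature reaction. The reaction used 5 nM GALK, 100 uM galactose and 35 uM ATP at pH 8.0 (20 mM HEPES, 5 mM MgCl2, 60 mM NaCl, 1 mM DTT, 0.01% BSA).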
hERG WT inh: inhibitors of human wildtype KCNH2 potassium channel; 0.37% of 340,000 active; U2OS, BacMam KCNH2, thallium flux FluxOr; hits give low values; AID 720551; activity change, % at 1.84 µM; Q12809;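 active = maximum activity change below -70%; inconclusive = maximum activity change between -70% and -50%; inactive = maximum activity change above -50%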; also: % is scaled to controls: 0 for no effect and ±100 for the full control effect
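U2OS cells transduced with wild-type KCNH2 virus are loaded with FluxOr dye for 45 min, and thallium flux is measured in kinetic reads before and after stimulation buffer. Rate constants are normalized to DMSO controls.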
TRPV1 ag: human TRPV1 agonism; activation, % at 8.33 µM; TRPV1-expressing cells, Fluo-8 calcium influx, agonist mode; AID 540275; Q8NER1; 0.19% of 320,000 active; in the data active = activation above about 80%; inconclusive = between about 30% and that limit; also: 0% is about no effect
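TRPV1-expressing cells were cultured overnight at 35.5C and loaded with Fluo-8 calcium dye for 40 to 90 min at room temperature. After a 10 s baseline, compound was added and calcium influx was read kinetically for 3 min (ex 480/em 520 nm).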
MBNL1-CUG inh: blocks human MBNL1 binding to CUG repeat RNA; Q9NR56; TR-FRET MBNL1-His/biotin-(CUG)12 binding, 665/545 ratio; Potency, µM (series often up to 57.5 µM), for the others: top-dose activity change, negative = inhibition, usual class: inhibitors; 0.036% of 280,000 active; AID 2675; active = well fitted inhibition curve with a large enough effect in the signal ratio, with a control signal flat, not every such curve was filed as active; inconclusive = small, poorly fitted or top-dose-only effect, or effect the other way, or a change in a side signal; inactive = no such curve, though single readings can be large or run the other way; the % refers to the signal ratio; also: potency is read from the fitted curve at half-maximal effect; % is scaled to controls: 0 for no effect and ±100 for the full control effect
Target sequence (Q9NR56 whole entry, looked up): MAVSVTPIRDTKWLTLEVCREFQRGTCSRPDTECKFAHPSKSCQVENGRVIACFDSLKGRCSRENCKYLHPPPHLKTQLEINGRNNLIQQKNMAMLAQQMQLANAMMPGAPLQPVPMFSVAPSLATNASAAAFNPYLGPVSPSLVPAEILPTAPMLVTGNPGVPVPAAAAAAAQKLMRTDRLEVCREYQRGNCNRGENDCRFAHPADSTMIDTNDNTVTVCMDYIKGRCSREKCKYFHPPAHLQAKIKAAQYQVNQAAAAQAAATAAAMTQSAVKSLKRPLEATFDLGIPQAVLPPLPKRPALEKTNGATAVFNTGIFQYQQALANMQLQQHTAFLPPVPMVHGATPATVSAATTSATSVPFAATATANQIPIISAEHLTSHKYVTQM
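Compounds (final 92 nM to 58 uM) are added to His-tagged MBNL1 and biotin-(CUG)12, then terbium anti-His antibody and streptavidin-XL665 (5 nM final). After 60 min at room temperature, the 665/545 nm ratio is read.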
MLL CXXC-DNA inh: inhibitors of human MLL CXXC domain-DNA interaction | MLL-CXXC / FITC-HOXA9 DNA fluorescence polarization | Potency, µM (highest dose often 115 µM), inactives show top-dose activity change, negative = inhibition, most hits filed as inhibitors | 0.037% of 290,000 active | AID 2662; active = well fitted inhibition curve with a large enough effect in the polarisation, with a control signal flat, not every such curve was filed as active; inconclusive = small, poorly fitted or top-dose-only effect, or effect the other way, or a change in a side signal; inactive = no such curve, though single readings can be large or run the other way; the % refers to the polarisation; also: potency is read from the fitted curve at half-maximal effect
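Steps: dispense CXXC domain solution (7 uM) → pin compounds or unlabeled HOX-A9 DNA control → 5 min ambient → add FLSN-HOX-A9 solution (50 nM) → spin → 30 min ambient → fluorescence polarization. Tris pH 7.5/NaCl/DTT/BSA buffer.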
ASM inhibitor: human S-ASM enzyme inhibition | 0.006% of 340,000 active | Potency, µM (titrated, usually from 57.5 µM), without a hit: at the top dose activity change, negative = inhibition, usual class: inhibitors | placental ASM, HMU-PC fluorogenic substrate, 60 min | AID 504937; also: potency is read from the fitted curve at half-maximal effect
Target sequence (P17405 47-631 limits assumed): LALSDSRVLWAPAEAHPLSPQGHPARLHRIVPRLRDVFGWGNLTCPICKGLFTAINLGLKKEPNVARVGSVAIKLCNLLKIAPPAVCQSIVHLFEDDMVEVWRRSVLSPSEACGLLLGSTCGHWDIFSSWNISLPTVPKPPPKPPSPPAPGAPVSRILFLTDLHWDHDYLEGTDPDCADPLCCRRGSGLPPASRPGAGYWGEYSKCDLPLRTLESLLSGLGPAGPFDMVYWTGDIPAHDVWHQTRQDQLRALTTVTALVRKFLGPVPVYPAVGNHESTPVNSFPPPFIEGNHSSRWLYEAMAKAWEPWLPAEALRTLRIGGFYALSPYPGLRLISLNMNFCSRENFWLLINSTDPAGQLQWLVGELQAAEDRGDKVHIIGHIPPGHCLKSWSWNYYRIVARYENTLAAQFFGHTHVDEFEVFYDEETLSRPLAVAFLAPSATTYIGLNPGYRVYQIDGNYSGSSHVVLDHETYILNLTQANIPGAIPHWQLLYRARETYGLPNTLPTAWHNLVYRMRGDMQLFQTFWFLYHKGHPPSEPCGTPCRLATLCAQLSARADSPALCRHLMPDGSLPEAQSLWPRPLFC
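qHTS format. ASM enzyme prepared from human placenta hydrolyses the fluorogenic substrate HMU-PC0 (9 uM final) over 60 min at 37 °C after a 10 min compound preincubation.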
An asterisk follows results filed as active; & = joins results of further samples; [ ] = remark or other dose. Unless noted, calls follow the shape of the dose curve; as a rule, active = well fitted curve in the direction sought with a large enough effect; inconclusive = small, poorly fitted or top-dose-only effect, or another doubt; inactive = no such curve, though single readings can be large; an effect the other way counts as inactive or inconclusive. Random draw from the library; any-hit rate near 2%.

Results for C[C@H](CCC(=O)NCC(=O)O)[C@H]1CC[C@H]2C3[C@H](O)C[C@@H]4C[C@H](O)CC[C@]4(C)[C@H]3C[C@H](O)[C@]12C (stereo partly drawn) ?
KCNH2 3.1 inh: 3; A-T KAP1 phos: -6%; hERG WT inh: 2; TRPV1 ag: -1; ASM inhibitor: 3%

Results for CC(OC(=O)c1ccc([N+](=O)[O-])cc1)C(=O)NCC1CCCCC1 (stereo not drawn) ?
KCNH2 3.1 inh: -2; A-T KAP1 phos: 13%; a7 integrin act: 15%; hERG WT inh: 9; ASM inhibitor: 2%

How did CN(C)C1=NCCN1CC1CCCCCC1 do in these assays?
KCNH2 3.1 inh: 3; A-T KAP1 phos: 1%; a7 integrin act: -6%; hERG WT inh: 21; TRPV1 ag: 1; ASM inhibitor: 2%

How did Cc1ccc(C(=O)/C=C/c2ccco2)c(O)c1 do in these assays?
Coupling enz: 2; KCNH2 3.1 inh: 3; A-T KAP1 phos: 3%; a7 integrin act: 5%; hERG WT inh: 10; TRPV1 ag: 7; MBNL1-CUG inh: -6%[11.5 µM]; MLL CXXC-DNA inh: 12%; ASM inhibitor: -1%

How did CCOc1cccc(C(=O)Nc2ccc(N(CC)CC)cc2)c1 do in these assays?
Coupling enz: 0; KCNH2 3.1 inh: 5; A-T KAP1 phos: -3%; a7 integrin act: -35%; GALK inhibitor: 7%; hERG WT inh: 5; TRPV1 ag: 27; MBNL1-CUG inh: 1%; MLL CXXC-DNA inh: 2%; ASM inhibitor: 0%

How did CC1(C)CC(=O)C2=C(C1)NC(=S)C(C#N)C21CCCCC1 (stereo not drawn) do in these assays?
Coupling enz: 0; KCNH2 3.1 inh: -4; A-T KAP1 phos: 7%; a7 integrin act: -9%; GALK inhibitor: -2%; hERG WT inh: 3; TRPV1 ag: 3; MBNL1-CUG inh: -1%; MLL CXXC-DNA inh: 0%; ASM inhibitor: 5%

What do the screens show for `Cc1ccc(OCCN2CCCCCC2)c(C)c1`?
Coupling enz: 1; KCNH2 3.1 inh: -7; A-T KAP1 phos: -1%; a7 integrin act: -7%; GALK inhibitor: 0%; hERG WT inh: 14; TRPV1 ag: -1; MBNL1-CUG inh: inconclusive; MLL CXXC-DNA inh: 12%; ASM inhibitor: 0%

What do the screens show for `Cc1csc(NC(=O)CCC(=O)N(CC(=O)NC2CCCCC2)c2ccccc2)n1`?
Coupling enz: 2; KCNH2 3.1 inh: -3; A-T KAP1 phos: 1%; a7 integrin act: -12%; GALK inhibitor: 6%; hERG WT inh: -1; TRPV1 ag: -6; MBNL1-CUG inh: -1%; MLL CXXC-DNA inh: 7%; ASM inhibitor: 7%

How did S=C(NCc1ccccn1)Nc1ccc(Cl)cc1 do in these assays?
Coupling enz: 2; KCNH2 3.1 inh: -196*; A-T KAP1 phos: 1%; a7 integrin act: -24%; GALK inhibitor: -5%; hERG WT inh: -199*; TRPV1 ag: 5; MBNL1-CUG inh: -11%; MLL CXXC-DNA inh: -4%; ASM inhibitor: -1%

Results for NS(=O)(=O)c1ccc(N/N=C2/CCCCC2C2CCCCC2)c([N+](=O)[O-])c1 (stereo not drawn) ?
Coupling enz: -7; KCNH2 3.1 inh: 3; A-T KAP1 phos: -8%; a7 integrin act: -62%[inhibitor]; GALK inhibitor: -3%; hERG WT inh: 1; TRPV1 ag: 0; MBNL1-CUG inh: 12%; MLL CXXC-DNA inh: -2%; ASM inhibitor: -26%

Results for CN(C)c1ccc(/C=N/NC(=O)C(=O)/C=C2\NC3(CCCC3)Cc3ccccc32)cc1 ?
Coupling enz: 1; KCNH2 3.1 inh: -38; A-T KAP1 phos: -13%; a7 integrin act: 25%; GALK inhibitor: 0%; hERG WT inh: -3; TRPV1 ag: 4; MBNL1-CUG inh: 19%; MLL CXXC-DNA inh: 8%; ASM inhibitor: -30%

What do the screens show for `CCc1nc(-c2ccccc2)cc(=O)[nH]1`?
Coupling enz: -1; KCNH2 3.1 inh: -10; A-T KAP1 phos: 3%; a7 integrin act: -1%; GALK inhibitor: -3%; hERG WT inh: 14; TRPV1 ag: -2; MBNL1-CUG inh: 5%; MLL CXXC-DNA inh: -2%; ASM inhibitor: 2%

Results for NC(=O)c1ccc(NC(=O)COC(=O)CCCN2C(=O)c3cccc4cccc(c34)C2=O)cc1 ?
Coupling enz: 5; KCNH2 3.1 inh: 9; A-T KAP1 phos: -11%; a7 integrin act: 18%; GALK inhibitor: 2%; hERG WT inh: -1; TRPV1 ag: 2; MBNL1-CUG inh: inconclusive; MLL CXXC-DNA inh: 8%; ASM inhibitor: 113%

Results for CCOC(=O)c1c(NC(=O)c2ccccc2Br)sc2c1CCc1ccccc1-2 ?
Coupling enz: 0; KCNH2 3.1 inh: -5; A-T KAP1 phos: 4%; a7 integrin act: -7%; GALK inhibitor: 1%; hERG WT inh: -8; TRPV1 ag: -4; MBNL1-CUG inh: -1%; MLL CXXC-DNA inh: 0%; ASM inhibitor: 0%

How did Cc1ccc(C2N(C)c3ccccc3-c3nc4ccccc4n32)o1 (stereo not drawn) do in these assays?
Coupling enz: -1; KCNH2 3.1 inh: -8; A-T KAP1 phos: 8%; a7 integrin act: 28%; GALK inhibitor: 3%; hERG WT inh: -22; TRPV1 ag: 6; MBNL1-CUG inh: -6%; MLL CXXC-DNA inh: 7%

How did CC(C)(C)OC(=O)N1CCC(C(=O)NCC2CCCO2)CC1 (stereo not drawn) do in these assays?
Coupling enz: 3; KCNH2 3.1 inh: 1; A-T KAP1 phos: -5%; a7 integrin act: 15%; GALK inhibitor: -2%; hERG WT inh: -3; TRPV1 ag: 0; MBNL1-CUG inh: -7%; MLL CXXC-DNA inh: -2%; ASM inhibitor: 12%

Results for Cc1ccc(S(=O)(=O)NC(CC(C)C)C(=O)N2CCOCCOCCOCC2)cc1 (stereo not drawn) ?
Coupling enz: 0; KCNH2 3.1 inh: -16; A-T KAP1 phos: -1%; a7 integrin act: 0%; GALK inhibitor: 3%; hERG WT inh: -7; TRPV1 ag: -1; MBNL1-CUG inh: -8%; MLL CXXC-DNA inh: 17%; ASM inhibitor: 1%

What do the screens show for `Cc1nn(C)cc1C(C(=O)NC1CCCCC1)N(CCc1ccccc1)C(=O)c1cnccn1` (stereo not drawn)?
Coupling enz: 2; KCNH2 3.1 inh: -1; A-T KAP1 phos: 1%; a7 integrin act: -36%; GALK inhibitor: 2%; hERG WT inh: 1; TRPV1 ag: 1; MBNL1-CUG inh: -5%; MLL CXXC-DNA inh: -1%; ASM inhibitor: 0%

What do the screens show for `COc1cccc(CC(=O)NC2CCCN(Cc3ccccc3F)C2)c1` (stereo not drawn)?
Coupling enz: 3; KCNH2 3.1 inh: 15; A-T KAP1 phos: 3%; a7 integrin act: -13%; GALK inhibitor: -1%; hERG WT inh: 10; TRPV1 ag: inconclusive; MBNL1-CUG inh: 3%; MLL CXXC-DNA inh: -2%; ASM inhibitor: 4%

What do the screens show for `O=C(NCCc1ccccc1)c1ccc2c(c1)OCCO2`?
KCNH2 3.1 inh: 4; A-T KAP1 phos: 11%; a7 integrin act: -1%; GALK inhibitor: 6%; hERG WT inh: -7; TRPV1 ag: inconclusive; MBNL1-CUG inh: -13%; MLL CXXC-DNA inh: 8%; ASM inhibitor: 7%

What do the screens show for `CN(C)/C=N/c1cc(=O)n(C)c(=O)n1CC1CC1`?
Coupling enz: 1&2; KCNH2 3.1 inh: 9; A-T KAP1 phos: -12%; a7 integrin act: -18%; hERG WT inh: -5; TRPV1 ag: -3; MBNL1-CUG inh: -18%; MLL CXXC-DNA inh: 15%; ASM inhibitor: 4%

Results for S=C(NCc1ccco1)Nc1ccc(Oc2ccc(Cl)cc2)cc1 ?
Coupling enz: 0; KCNH2 3.1 inh: -6; A-T KAP1 phos: 24%; a7 integrin act: 8%; GALK inhibitor: 0%; hERG WT inh: 2; MLL CXXC-DNA inh: -4%; ASM inhibitor: -2%

How did COc1ccc(Oc2cc(Cl)nc(N)n2)cc1 do in these assays?
Coupling enz: 2; KCNH2 3.1 inh: 1; A-T KAP1 phos: 4%; a7 integrin act: 1%; GALK inhibitor: 1%; hERG WT inh: 0; TRPV1 ag: -1; MBNL1-CUG inh: -5%; MLL CXXC-DNA inh: 5%; ASM inhibitor: 4%

How did CN(C(=O)CCc1ccccc1)c1nnc(-c2ccncc2)s1 do in these assays?
Coupling enz: -2; KCNH2 3.1 inh: 12; A-T KAP1 phos: 0%; a7 integrin act: -4%; GALK inhibitor: 1%; hERG WT inh: -3; TRPV1 ag: 2; MBNL1-CUG inh: -3%; MLL CXXC-DNA inh: -2%; ASM inhibitor: -1%

What do the screens show for `Brc1ccc(-c2cn3nc4c(nc3n2)CCCC4)cc1`?
Coupling enz: -7; KCNH2 3.1 inh: -5; A-T KAP1 phos: -2%; a7 integrin act: 0%; GALK inhibitor: 0%; hERG WT inh: -5; TRPV1 ag: 11; MBNL1-CUG inh: inconclusive; MLL CXXC-DNA inh: 13%

High-throughput results (PubChem)
